CSN inh: inhibitors of human CSN-mediated cullin deneddylation | Purified CSN, SCF-Nedd8-OG deneddylation, fluorescence polarization | AID 651999 | Q92905 | inhibition, % at 12.5 µM | actives 0.38% (n = 360,000);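 active means pattern-corrected inhibition above about 35%, with an unprinted fluorescence ratio check between 0.5 and 1.5, limit read from the data, passing the limit was not always enough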;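 further: 0% = enzyme with substrate and 100% = substrate without enzyme; some results filed as inactive read as strong as hits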
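test system = HEK293T-derived human Csn5 enzyme | amount = 0.24 nM Csn5 enzyme, final concentration | medium = Tris/NaCl/DTT buffer, pH 7.5 | schedule = 90 min reaction at room temperature | signal = FP | evaluation = inhibition of Csn5 cleavage, % | compound dosing = single dose of 12.5 µM compound with 0.25% DMSO | probe or stimulus = 10 nM SCFSkp2-Nedd8OG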
MsrA inhibitor: inhibitors of bovine MsrA. purified bovine MsrA, absorbance read-out. inhibition, % at 15.5 µM. actives 0.75% (n = 360,000). AID 651718; in the data active means inhibition above about 4.5%;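 further: 0% = vehicle wells with enzyme and 100% = reference inhibitor wells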
Rpn11 block: inhibitors of human proteasome Rpn11; O00487; calls only at 20 µM; human 26S proteasome, Ub4-pepOG fluorescence polarization; 20S core pre-blocked with epoxomicin; actives 0.59% (n = 360,000);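 active means inhibition at 20 µM, scaled to each plate's controls, above about 33%, limit read from the data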
DNMT1 inh: inhibitors of human DNMT1; P26358; DNMT1 molecular beacon, Hinp1I cleavage, fluorescence; inhibition (reported as % activation of signal), % at 10 µM; actives 0.83% (n = 360,000); AID 588458; in the data active means inhibition above about 50%
Target sequence (P26358 504-1616 limits assumed): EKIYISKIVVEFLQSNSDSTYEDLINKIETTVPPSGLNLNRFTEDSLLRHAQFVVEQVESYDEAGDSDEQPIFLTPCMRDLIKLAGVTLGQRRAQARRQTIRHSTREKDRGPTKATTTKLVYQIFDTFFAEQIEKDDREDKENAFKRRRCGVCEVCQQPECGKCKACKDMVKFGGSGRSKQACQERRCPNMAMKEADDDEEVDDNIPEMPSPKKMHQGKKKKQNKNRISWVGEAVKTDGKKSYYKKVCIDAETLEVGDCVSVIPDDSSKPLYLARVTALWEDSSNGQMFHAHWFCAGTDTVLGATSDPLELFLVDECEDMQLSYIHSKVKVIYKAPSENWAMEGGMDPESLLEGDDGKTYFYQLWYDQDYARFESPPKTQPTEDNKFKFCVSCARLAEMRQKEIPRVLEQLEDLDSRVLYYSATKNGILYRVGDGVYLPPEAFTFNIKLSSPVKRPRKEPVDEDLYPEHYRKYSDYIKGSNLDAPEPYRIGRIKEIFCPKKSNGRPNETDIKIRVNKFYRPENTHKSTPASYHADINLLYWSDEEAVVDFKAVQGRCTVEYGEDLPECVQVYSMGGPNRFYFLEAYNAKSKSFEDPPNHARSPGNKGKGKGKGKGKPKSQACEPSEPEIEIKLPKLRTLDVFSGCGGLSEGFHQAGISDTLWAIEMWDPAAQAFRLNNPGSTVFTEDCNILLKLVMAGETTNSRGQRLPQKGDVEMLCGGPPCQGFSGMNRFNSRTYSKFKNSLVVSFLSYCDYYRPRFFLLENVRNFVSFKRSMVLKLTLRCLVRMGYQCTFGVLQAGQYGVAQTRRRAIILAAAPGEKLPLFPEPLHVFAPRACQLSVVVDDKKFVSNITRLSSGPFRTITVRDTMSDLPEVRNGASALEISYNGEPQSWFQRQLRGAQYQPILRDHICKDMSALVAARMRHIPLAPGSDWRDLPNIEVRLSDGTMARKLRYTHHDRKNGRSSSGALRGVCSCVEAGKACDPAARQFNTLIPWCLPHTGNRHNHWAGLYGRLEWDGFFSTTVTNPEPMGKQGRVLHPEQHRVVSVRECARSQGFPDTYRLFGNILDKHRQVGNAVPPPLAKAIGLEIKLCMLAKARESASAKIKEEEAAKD
LMPTP block: blocks human LMPTP phosphatase; P24666; recombinant LMPTP-A, OMFP fluorogenic substrate, fluorescence intensity; inhibition, % at 20 µM; actives 0.22% (n = 360,000);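 active means compounds that cut the enzyme signal by at least half of the control window in the single-dose screen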;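 further: plate controls were DMSO wells with enzyme plus substrate for no effect and substrate without enzyme for full effect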
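Material: LMPTP-A; amount: 0.625 nM enzyme; doses: single 20 µM dose; times: reaction 50 min, room temperature, dark; technique: fluorescence intensity of OMFP turnover product; benchmarks: no-enzyme and uninhibited controls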
STEP inh: inhibitors of human striatal-enriched phosphatase STEP; P54829; recombinant STEP, OMFP fluorogenic substrate, fluorescence; inhibition, % at 20 µM; actives 0.25% (n = 360,000);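 active means inhibition at 20 µM, scaled per plate between control wells, above about 37%, limit read from the data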;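 further: 0% = DMSO with enzyme and substrate and 100% = substrate only without enzyme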
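System: STEP phosphatase, cell-free reaction; Buffer or medium: Bis-Tris pH 6.0 buffer with DTT, detergent; Incubation: 20 min at room temperature, dark; Measured by: fluorescence, 480/540 nm.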
SUMO1-SIM PPI: SUMO1-SIM interaction modulation; P63165; SUMO1 binding to a labelled peptide, TR-FRET, 1 h; inhibition, % at 20 µM; actives 0.33% (n = 360,000); in the data active means inhibition above about 37%
Scp-1 inhibitor: inhibitors of human Scp-1 phosphatase | AID 493091 | Recombinant Scp1, phosphopeptide, malachite green phosphate absorbance | Q9GZU7 | actives 0.88% (n = 340,000) | inhibition, % at 20 µM;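 active means inhibition above about 50% at 20 µM, limit read from the data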;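 further: plate controls were DMSO wells with enzyme for no effect and wells lacking enzyme for full effect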
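Material – SCP-1 phosphatase catalytic domain, residues 76-261 · Buffer or medium – Acidic Tris acetate buffer with magnesium and detergent · Also added – Phospho 17-mer peptide substrate · Compound – single 20 µM dose, 1% DMSO · Times – 45 min room-temperature reaction, 5 min colour, 30 min stabiliser · Technique – Phosphate-binding colour reagent, absorbance read at 630 nm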
NadD inh: inhibitors of Staphylococcus aureus NadD; purified NadD enzyme, colorimetric absorbance read-out; inhibition, % at 20 µM; actives 0.78% (n = 360,000); AID 602399; in the data active means inhibition above about 26%; further: some compounds past the cut are filed as inactive
TbMetRS inhib: blocks T. brucei methionyl-tRNA synthetase activity; purified T. brucei MetRS, ATP depletion, Kinase-Glo luminescence; inhibition, % at 11.9 µM; actives 0.4% (n = 360,000);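 active means inhibition above a per-plate cutoff of the control wells' mean inhibition plus 3 SD, cut at about 5.5% in these data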;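 further: 0% = DMSO wells median and 100% = median of wells with control inhibitor compound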
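Measured by: Kinase-Glo luciferase luminescence reporting remaining unconsumed ATP. Material: purified T. brucei MetRS enzyme. Doses: 11.9 µM compound single dose, 0.9% DMSO. Medium: HEPES buffer containing pyrophosphatase, BSA, spermine, DTT. Times: 15 min preincubation, 2 h reaction, all 25 °C. Reagent: methionine, ATP and bulk E. coli tRNA.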
* marks the source's active call; other numbers are inactive results; i = inactive; / = no result given. Outcome played no part in choosing rows; about 3.9% have a hit in one of these screens.

SMILES	CSN inh	MsrA inhibitor	Rpn11 block	DNMT1 inh	LMPTP block	STEP inh	SUMO1-SIM PPI	Scp-1 inhibitor	NadD inh	TbMetRS inhib
O=C(NCCc1cccnc1)C1CCC(=O)N(CCc2cccc(F)c2)C1 (centres undefined)	1	-0.4	i	2	-1.4	0	0	1	0	-0.5
Cc1ccc(NC(=O)C2CCN(S(=O)(=O)c3ccc4c(c3)OCCCO4)CC2)nc1	2	0.5	i	1	-1.2	0	8	0	-4	-0.5
N#C/C(=C\c1ccccc1)C(=O)N1CCC(C(N)=O)CC1	-2	0.2	i	3	-1.7	-3	2	-1	-5	-0.5
CC(CCc1ccc(O)cc1)NC(c1ccccc1)c1ccc(Cl)cc1 (centres undefined)	0	0.9	i	-1	0.9	3	4	0	-11	0.2
CN(C)C(CNC(=O)CCc1nc2cc(Cl)ccc2n(Cc2ccccc2)c1=O)c1ccccc1 (centres undefined)	2	2.5	i	-5	1.4	0	-7	-3	0	-0.3
CC(=O)Nc1ccc(Oc2cncc(Cl)c2)nc1	-1	0.0	i	-2	-1.0	0	2	-11	-4	-0.6
CCN(CC)CCCNC(=O)c1cn(CC)c2ccc(S(=O)(=O)N3CCc4ccccc4C3)cc2c1=O	1	0.7	i	-1	1.1	3	0	-3	-8	-0.2
CCCS(=O)(=O)NC(=O)C1(C)CCCN(C(=O)c2ccccc2OC(F)(F)F)C1 (centres undefined)	3	/	i	4	2.0	-3	3	/	-6	-0.3
CC(=O)c1ccc(NC(=O)CSc2nc3[nH]ncc3c(=O)[nH]2)cc1	6	0.2	i	-1	-2.1	0	14	-2	-1	0.0
Cc1cc(OCc2cn(CC(=O)c3ccc(O)cc3)nn2)ccc1[N+](=O)[O-]	3	1.5	i	-3	0.0	-1	-10	-8	-9	-0.2
CCOC(=O)C1=CCC(c2cc3ccccc3[nH]2)NC1 (centres undefined)	7	0.6	/	/	0.7	/	-9	/	/	2.4
COc1cc(/C=N\NC(=O)C2COc3ccccc3O2)cc(OC)c1O (centres undefined)	-3	2.7	i	0	0.7	-1	-10	-14	-3	-1.0
CCOc1cccc2sc(N(CCN(CC)CC)C(=O)c3cccc(N4C(=O)CCC4=O)c3)nc12	4	-1.0	i	0	-3.5	-3	-3	-6	0	-0.2
O=C(CCCN1C(=O)c2ccccc2C1=O)Nc1cccc(S(=O)(=O)NC2=NCCC2)c1	1	-0.2	i	1	-0.6	-2	0	-9	-4	0.1
Cc1nn(-c2ccccc2)nc1C(=O)Nc1cccc(C(=O)NC2CC2)c1	4	-0.8	i	-4	-0.2	-1	-3	/	0	-0.6
O=C(CNC(=O)c1ccco1)Nc1ccc(S(=O)(=O)N2CCCC2)cc1	-2	-0.4	i	-3	-1.4	-4	4	-11	1	0.1
O=C(NCc1ccncc1)c1nc(-c2ccc(C(F)(F)F)cc2)no1	2	0.3	i	1	-1.7	1	2	-5	0	-0.7
COc1ccc(Cl)cc1NS(=O)(=O)c1c(C)nc2sccn2c1=O	-5	0.0	i	4	0.6	6	6	-13	0	0.2
OCCOCCn1c(C2CCCN2c2nc(-c3ccc(F)cc3)cs2)nc2cc(Cl)c(Cl)cc21 (centres undefined)	1	-0.1	i	-19	3.7	8	5	0	11	1.0
O=c1cc(-c2ccccc2)nc(N2CCN(Cc3ccc4c(c3)OCO4)CC2)[nH]1	2	-0.2	i	-8	3.0	6	0	-11	0	-0.4
Cc1ccccc1NS(=O)(=O)c1ccc(OCC(=O)NCc2ccccn2)cc1	-6	-0.2	i	-3	0.9	-1	-2	-7	4	0.1
NC(=O)C1CCN(CC(=O)NC(=O)NC2CCCC2)CC1	-3	0.6	i	-1	-1.3	0	2	-9	7	-0.4
C/C(=N\Nc1nc2ccccc2nc1C)c1ccccc1O	-3	1.0	i	9	5.7	-1	-3	-7	-4	-0.8
Cc1ccc2c(c1)[C@H]1[C@H](CO2)[C@H](c2ccccc2)[C@]2(C)C(=O)Nc3ccc(Cl)cc3C(=O)N12	-3	1.1	i	-6	1.8	0	-34	-9	5	-0.1
O=C(CN1C(=O)S/C(=C\c2ccccc2)C1=O)NCCCn1ccnc1	6	1.8	i	-5	1.6	6	-32	-7	6	0.2

Later entries
SMILES	CSN inh	MsrA inhibitor	Rpn11 block	DNMT1 inh	LMPTP block	STEP inh	SUMO1-SIM PPI	Scp-1 inhibitor	NadD inh	TbMetRS inhib
Cc1c(CCC(=O)O)c(=O)oc2cc(OCc3cccc(F)c3)ccc12	-3	2.3	i	0	1.2	4	12	-5	-2	-0.9
O=C1C(=O)N(CCO)C(c2ccccc2)/C1=C(\O)c1ccccc1 (centres undefined)	4	3.1	i	0	-2.6	0	-5	57*	-5	-0.1
O=c1[nH]c(=S)[nH]c(O)c1/C=C1\C=Nc2ccccc21	1	/	i	12	1.6	2	-1	-3	13	0.4
COc1ccccc1-c1cnc(C(O)c2ccc(CN3CCCC3)cc2)[nH]1 (centres undefined)	-2	-0.1	i	-2	11	-3	1	/	2	0.3
CCCc1nc2c(c(=O)c3ccccc3n2C)c(=O)n1-c1ccc(F)cc1	-5	0.0	i	6	0.4	-2	4	-1	-2	-0.7
Cc1ccccc1NC(=O)C1CCN(c2cnccn2)CC1	-2	1.4	i	2	-0.9	-2	-1	-8	-3	0.6
CCOC(=O)CSc1nc(=O)n2ccc(C)cc2n1	-7	4.7*	i	-1	-1.3	-3	1	-1	-2	-0.4
CSCCC(NC(=O)c1ccccc1Br)C(=O)Nc1ccc(C)cc1 (centres undefined)	0	-1.1	i	-1	-0.8	6	1	-5	-2	0.4
CC(=O)c1ccc(NC(=O)CN2C(=O)/C(=C/C(C)=C/c3ccccc3)SC2=S)cc1	-13	1.8	i	-15	0.6	0	-2	-11	31*	-0.4
COC(CNC(=O)c1ccc2c(c1)ncn2-c1ccc(F)cc1F)OC	0	-0.2	i	1	-0.9	-1	-1	-7	-3	-0.1
Cc1ccccc1C(=O)Nc1cccc(C#N)c1	0	0.2	i	2	-1.5	-3	5	-1	2	-0.5
COc1cccc(NC(=O)CN(C)C(=O)c2cc(C)oc2C)c1	0	0.4	i	5	-0.8	1	2	-4	-3	0.8
COCCCNC(=O)c1sc2ncn(CC(=O)Nc3ccc(C)c(Cl)c3)c(=O)c2c1C	5	-1.2	i	-3	0.4	-3	-1	-8	-4	-0.3
Cc1ccc(S(=O)(=O)N2[C@H](c3ccccc3)CC(=O)[C@@H]3CN(S(=O)(=O)c4ccccc4C)[C@H](c4ccccc4)C[C@@H]32)cc1	-1	-0.6	i	6	1.7	-2	4	/	-2	-0.2
Clc1ccc(SCCOCCN2CCCCC2)cc1	-5	-1.0	i	5	-1.4	-2	1	-6	-3	-0.6
COC(=O)c1ccccc1NC(=O)C1CC(=O)N(C2CCCCC2)C1 (centres undefined)	1	0.1	i	1	-0.4	0	-1	-2	-3	-0.3
Cc1ccc(N2CC(C(=O)N3CCCCC3)CC2=O)cc1C (centres undefined)	4	-0.6	i	0	0.1	-1	1	-2	3	0.5
NC(N)=NS(=O)(=O)c1ccc(N/C=C\C(=O)c2ccncc2)cc1	-3	2.8	i	0	0.1	0	-22	3	-5	-0.1
O=C1CC(c2ccncc2)c2cc3c(cc2N1)OCCO3 (centres undefined)	-1	0.1	i	4	-2.5	-2	4	-9	1	0.1
Cc1c(Cl)c(-c2n[nH]c(=S)n2CC(C)C)nn1C	3	0.4	i	0	-1.3	-1	0	6	3	-0.1
COc1cccc(/C=N/n2c(-c3n[nH]c4c3CCC4)n[nH]c2=S)c1OC	-1	-0.8	i	1	-1.5	11	8	-7	2	0.3
CC(C(=O)NCc1ccccc1Cl)N1C(=O)c2ccccc2C1=O (centres undefined)	0	1.6	i	2	-0.1	0	2	1	4	-0.8
COc1ccccc1Oc1ccc(S(=O)(=O)N2CCCCC2C)cc1 (centres undefined)	7	1.9	i	0	3.6	1	8	-3	-4	-1.0
COc1ccc(S(=O)(=O)N2CCCC(C(=O)NCc3ccccc3)C2)cc1 (centres undefined)	-1	0.2	i	2	-1.1	-4	16	2	-6	-1.1
COc1ccc(-c2csc(Cc3nc(O)cs3)n2)cc1	-11	2.2	i	-12	0.6	0	0	-3	0	0.0

Arranged by molar mass (largest number first): some entries from above.
SMILES	CSN inh	MsrA inhibitor	Rpn11 block	DNMT1 inh	LMPTP block	STEP inh	SUMO1-SIM PPI	Scp-1 inhibitor	NadD inh	TbMetRS inhib
Cc1c(CCC(=O)O)c(=O)oc2cc(OCc3cccc(F)c3)ccc12	-3	2.3	i	0	1.2	4	12	-5	-2	-0.9
COC(=O)c1ccccc1NC(=O)C1CC(=O)N(C2CCCCC2)C1 (centres undefined)	1	0.1	i	1	-0.4	0	-1	-2	-3	-0.3
N#C/C(=C\c1ccccc1)C(=O)N1CCC(C(N)=O)CC1	-2	0.2	i	3	-1.7	-3	2	-1	-5	-0.5
O=C1CC(c2ccncc2)c2cc3c(cc2N1)OCCO3 (centres undefined)	-1	0.1	i	4	-2.5	-2	4	-9	1	0.1

Remaining list, next part:
SMILES	CSN inh	MsrA inhibitor	Rpn11 block	DNMT1 inh	LMPTP block	STEP inh	SUMO1-SIM PPI	Scp-1 inhibitor	NadD inh	TbMetRS inhib
CCC(=O)Nc1ccc(C(=O)CN2C(=O)NC3(CCCCCC3)C2=O)cc1	-1	0.4	i	-10	-1.0	-4	-1	-8	7	-0.2
COc1cccc(-c2nc(Oc3cccc(C)c3C)c3ccccc3n2)c1O	-2	0.8	i	28	0.4	0	-1	-7	0	-1.2
CCCCn1c(N)c(N(CC(C)C)C(=O)c2ccc(S(=O)(=O)N3CCCCCC3)cc2)c(=O)[nH]c1=O	-2	-0.2	i	2	-0.4	0	-2	-1	2	-0.2
CN(C)C1(CN=Cc2cc(Cl)cc([N+](=O)[O-])c2O)CCCCC1	4	0.9	i	47	-0.6	0	-9	-10	21	-0.1
Cc1cc(NC(=O)CN2CC(C)OC(C)C2)n(-c2nc3ccccc3s2)n1 (centres undefined)	4	/	i	-3	1.0	-4	3	-7	-5	-0.3
COc1ccc(CCNC(=O)c2ccc(NC(=O)CC3SC(N4CCCC4)=NC3=O)cc2)cc1 (centres undefined)	3	-1.1	i	-1	-0.3	4	1	1	4	-0.4
CCCCn1c(N)c(N(CC(C)C)C(=O)C2CCN(S(=O)(=O)c3ccc(C)cc3C)CC2)c(=O)[nH]c1=O	-7	0.7	i	2	-2.0	-6	10	15	0	-0.3
COCc1cc(=O)n2[nH]c(-c3cccc(Br)c3)cc2n1	3	0.7	i	2	-1.3	2	2	21	-4	-0.8

Screens (PubChem BioAssay)
